# Neddylation inh: inhibitors of human cullin neddylation; P61081+Q13564; TR-FRET cullin neddylation, biochemical; calls only at 25 µM; 360,000 tested, 0.58% active; AID 651699; in the data active = inhibition above about 36%
# SUMO1-SIM PPI: alters human SUMO1 binding to SIM partners. 360,000 tested, 0.33% active. inhibition, % at 20 µM. P63165. AID 602429. SUMO1 binding to a labelled peptide, TR-FRET, 1 h; in the data active = inhibition above about 37%
# Target sequence (P63165 whole entry, looked up): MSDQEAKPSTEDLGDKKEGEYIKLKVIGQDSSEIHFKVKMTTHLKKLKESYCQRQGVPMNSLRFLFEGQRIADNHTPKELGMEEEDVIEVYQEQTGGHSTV
# Rpn11 inh: Rpn11 (human) deubiquitinase inhibition; O00487; human 26S proteasome, Ub4-pepOG fluorescence polarization; 20S core pre-blocked with epoxomicin; calls only at 20 µM; 360,000 tested, 0.59% active;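 active = inhibition at 20 µM, scaled to each plate's controls, above about 33%, limit read from the data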
# Target sequence (O00487 whole entry, looked up): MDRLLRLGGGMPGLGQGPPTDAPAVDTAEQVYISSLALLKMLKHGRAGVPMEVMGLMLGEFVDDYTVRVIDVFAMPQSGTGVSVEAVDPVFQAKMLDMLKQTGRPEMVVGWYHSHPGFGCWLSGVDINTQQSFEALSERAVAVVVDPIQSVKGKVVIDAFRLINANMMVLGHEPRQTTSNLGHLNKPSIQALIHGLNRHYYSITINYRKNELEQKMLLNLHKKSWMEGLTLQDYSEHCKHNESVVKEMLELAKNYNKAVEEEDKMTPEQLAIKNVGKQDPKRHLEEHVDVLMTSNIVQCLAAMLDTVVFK
# NadD block: NadD (S. aureus) enzyme inhibition. purified NadD enzyme, colorimetric absorbance read-out. inhibition, % at 20 µM. 360,000 tested, 0.78% active; in the data active = inhibition above about 26%; note: some compounds past the cut are filed as inactive
# STEP block: blocks human striatal-enriched tyrosine phosphatase. P54829. recombinant STEP, OMFP fluorogenic substrate, fluorescence. inhibition, % at 20 µM. 360,000 tested, 0.25% active. AID 588621;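 active = inhibition at 20 µM, scaled per plate between control wells, above about 37%, limit read from the data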;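 note: 0% = DMSO with enzyme and substrate and 100% = substrate only without enzyme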
#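 material = STEP tyrosine phosphatase | reagent = fluorogenic phosphatase substrate OMFP at 25 µM final | doses = single compound dose of 20 µM, 1% DMSO final | schedule = 20 min reaction, room temperature, in the dark | measured by = fluorescence, 480/540 nm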
# LMPTP block: LMPTP (human) inhibition | 360,000 tested, 0.22% active | P24666 | inhibition, % at 20 µM | recombinant LMPTP-A, OMFP fluorogenic substrate, fluorescence intensity | AID 651560;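 active = compounds that cut the enzyme signal by at least half of the control window in the single-dose screen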;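 note: plate controls were DMSO wells with enzyme plus substrate for no effect and substrate without enzyme for full effect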
# Target sequence (P24666 whole entry, looked up): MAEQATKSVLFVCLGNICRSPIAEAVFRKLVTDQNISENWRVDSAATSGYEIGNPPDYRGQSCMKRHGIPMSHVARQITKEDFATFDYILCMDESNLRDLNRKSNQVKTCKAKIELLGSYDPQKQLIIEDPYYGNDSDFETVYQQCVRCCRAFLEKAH
#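 test system = LMPTP-A | amount = 0.625 nM LMPTP-A final | reagent = fluorogenic phosphatase substrate OMFP at 400 µM final | incubation = 50 min at room temperature | benchmarks = no-enzyme low control, uninhibited high control | medium = Bis-Tris pH 6.0, DTT, detergent | signal = fluorescence intensity of OMFP turnover product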
# CSN inh: inhibitors of human CSN-mediated cullin deneddylation. Purified CSN, SCF-Nedd8-OG deneddylation, fluorescence polarization. inhibition, % at 12.5 µM. 360,000 tested, 0.38% active. AID 651999;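 active = pattern-corrected inhibition above about 35%, with an unprinted fluorescence ratio check between 0.5 and 1.5, limit read from the data, passing the limit was not always enough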;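 note: 0% = enzyme with substrate and 100% = substrate without enzyme; some results filed as inactive read as strong as hits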
#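 Assay system: purified human Csn5 enzyme expressed in HEK293T cells; measure: % inhibition; also added: SCFSkp2-Nedd8OG substrate at 10 nM final; technique: fluorescence polarization; times: reaction 90 min, room temperature; medium: Tris buffer pH 7.5, NaCl, DTT, Tween-20, trehalose, ovalbumin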
# Scp-1 inhibitor: blocks human Scp-1 phosphatase activity. Q9GZU7. Recombinant Scp1, phosphopeptide, malachite green phosphate absorbance. inhibition, % at 20 µM. 340,000 tested, 0.88% active;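 active = inhibition above about 50% at 20 µM, limit read from the data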;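 note: plate controls were DMSO wells with enzyme for no effect and wells lacking enzyme for full effect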
# Target sequence (Q9GZU7 76-261 limits assumed): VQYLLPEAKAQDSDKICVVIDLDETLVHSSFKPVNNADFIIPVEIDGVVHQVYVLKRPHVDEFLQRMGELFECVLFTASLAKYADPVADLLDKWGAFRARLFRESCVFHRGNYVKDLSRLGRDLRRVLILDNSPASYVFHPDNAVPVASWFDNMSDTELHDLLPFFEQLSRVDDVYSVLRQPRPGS
#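 Test system: SCP-1 phosphatase catalytic domain, residues 76-261; measured by: colorimetric phosphate reagent with accelerator and stabiliser, absorbance at 630 nm; timing: enzyme reaction 45 min at room temperature, colour 5 min, stabilisation 30 min; also added: Phosphorylated 17-residue peptide substrate; compound dosing: one concentration, 20 µM, with 1.0% DMSO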
# Rin1-Abl PPI inh: human Rin1-Abl interaction inhibition | P00519+Q13671 | TR-FRET Rin1/Abl binding, biochemical | inhibition, % at 7.35 µM | 360,000 tested, 0.4% active | AID 588664; in the data active = inhibition above about 5%, passing the limit was not always enough
# DNMT1 block: inhibitors of human DNMT1; P26358; DNMT1 molecular beacon, Hinp1I cleavage, fluorescence; inhibition (reported as % activation of signal), % at 10 µM; 360,000 tested, 0.83% active; in the data active = inhibition above about 50%
# * = called active by the depositor; i = inactive; x = no result given; + = active, no number.
# Preview, 5 compounds:
SMILES,Neddylation inh,SUMO1-SIM PPI,Rpn11 inh,NadD block,STEP block,LMPTP block,CSN inh,Scp-1 inhibitor,Rin1-Abl PPI inh,DNMT1 block
CC[C@H]1OC(=O)[C@H](C)[C@@H](O[C@H]2C[C@@](C)(OC)[C@@H](O)[C@H](C)O2)[C@H](C)[C@@H](O[C@@H]2O[C@H](C)C[C@H](N(C)C)[C@H]2O)[C@](C)(O)C[C@@H](C)[C@@H]2N[C@@H](COCCOC)O[C@H]([C@H]2C)[C@]1(C)O,i,0,i,-7,-2,-2.8,-5,-1,1,3
Cc1ccc(CSc2nc3ccsc3c(=O)n2Cc2ccccn2)cc1,i,2,i,6,3,2.0,0,-4,1,-11
O=C(NC(Nc1nc2ccc([N+](=O)[O-])cc2s1)(C(F)(F)F)C(F)(F)F)c1ccccc1,i,-19,i,-2,2,-0.5,7,-7,0,-9
O=C(COC(=O)c1ccc([N+](=O)[O-])cc1Cl)NC(=O)c1ccccc1,i,-7,i,3,-1,0.1,0,-1,-4,2
O=C(CCCN1CCC(C(=O)c2ccc(F)cc2)CC1)c1ccc(F)cc1,i,6,i,-4,2,3.4,-3,8,-3,-6

# The list itself, from the first entry:
SMILES,Neddylation inh,SUMO1-SIM PPI,Rpn11 inh,NadD block,STEP block,LMPTP block,CSN inh,Scp-1 inhibitor,Rin1-Abl PPI inh,DNMT1 block
CC[C@H]1OC(=O)[C@H](C)[C@@H](O[C@H]2C[C@@](C)(OC)[C@@H](O)[C@H](C)O2)[C@H](C)[C@@H](O[C@@H]2O[C@H](C)C[C@H](N(C)C)[C@H]2O)[C@](C)(O)C[C@@H](C)[C@@H]2N[C@@H](COCCOC)O[C@H]([C@H]2C)[C@]1(C)O,i,0,i,-7,-2,-2.8,-5,-1,1,3
Cc1ccc(CSc2nc3ccsc3c(=O)n2Cc2ccccn2)cc1,i,2,i,6,3,2.0,0,-4,1,-11
O=C(NC(Nc1nc2ccc([N+](=O)[O-])cc2s1)(C(F)(F)F)C(F)(F)F)c1ccccc1,i,-19,i,-2,2,-0.5,7,-7,0,-9
O=C(COC(=O)c1ccc([N+](=O)[O-])cc1Cl)NC(=O)c1ccccc1,i,-7,i,3,-1,0.1,0,-1,-4,2
O=C(CCCN1CCC(C(=O)c2ccc(F)cc2)CC1)c1ccc(F)cc1,i,6,i,-4,2,3.4,-3,8,-3,-6
CC(C)c1ccccc1NC(=S)N(C)C,i,1,i,-2,0,-0.1,1,14,2,-2
COc1ccccc1Nc1nc(-c2cccc(N3C(=O)c4ccccc4C3=O)c2)cs1,i,-1,i,4,-3,0.3,0,-18,-1,-9
Cc1cc(C(F)(F)F)nn1CC(=O)NNC(=S)Nc1ccc(F)cc1,i,-1,i,8,-1,0.3,-1,-8,-2,4
CC(=O)Nc1ccc(NC(=O)c2cc(=O)c3ccccc3o2)cc1,i,-18,i,0,-2,0.2,1,-3,0,-5
COc1cccc(CN2CC(C(=O)N(C)C3CCOCC3)CCC2=O)c1 (configuration not stated),i,-1,i,-3,-2,0.0,-2,-8,-1,-1
CCC(=O)Nc1ccc(S(=O)(=O)NC[C@H]2O[C@@H](n3cnc4c(=O)[nH]c(N)nc43)[C@H](O)[C@@H]2O)cc1,i,3,i,0,3,-0.5,1,x,3,-1
CCOc1ccccc1N(C)S(=O)(=O)c1ccc2[nH]cc(C(=O)N(CCOC)CCOC)c(=O)c2c1,i,1,i,-2,3,0.4,1,-2,0,3
c1cnn(Cc2cnc(N3CCOCC3)s2)c1,i,0,i,6,2,-1.6,-6,-1,3,1
Cc1cc(C)c(NC(=O)c2cnn(C)c2)c(C)c1,i,8,i,-3,-1,-2.7,-1,-5,-2,1
CC(C)Cn1c(=O)c(C(=O)NCc2ccc3c(c2)OCO3)c(O)c2ccccc21,i,4,i,-7,1,3.6,-1,-17,-2,-1
Cc1cccc(OCC(=O)N(Cc2cccs2)C2CCS(=O)(=O)C2)c1C (configuration not stated),i,2,i,-2,0,-1.1,-5,-4,2,0
CSc1cccc(NS(=O)(=O)c2ccccc2)c1,i,3,i,1,-2,-0.5,-5,-21,3,-2
O=C(CCNS(=O)(=O)c1ccccc1)N1CCN(c2ccccc2F)CC1,i,3,i,0,0,1.1,-3,-7,2,-2
COc1cc(C(=O)N2CCN(S(=O)(=O)c3ccc(F)cc3)CC2)cc(OC)c1OC,i,3,i,-2,-8,-0.9,-1,-5,4,4
CCOC(=O)c1ccc(NC(=O)COc2ccc(S(=O)(=O)NC(C)C)cc2)cc1,i,-1,i,-8,0,-1.7,-3,-7,4,4
Cc1ccc(C(=O)NCCc2nnc3ccc(SCC(=O)Nc4cc(C)on4)nn23)cc1,i,-3,i,-1,-2,-2.7,5,-5,-6,5
Cc1ccc(C)c(NC(=O)CSc2nc(=O)n(CCN3CCOCC3)c3c2CCCC3)c1,i,4,i,1,-2,-0.8,2,-4,1,1
CN(C)C(=O)COC(=O)c1cccc(CN2C(=O)c3ccccc3C2=O)c1,i,-6,i,2,-2,0.0,-17,-3,1,1
CC(=O)c1c(C)nc2ccccc2c1N,i,-4,i,-5,-1,7.2,-2,-2,3,2
COC(=O)C1=C(O)/C(=C\c2ccc(O)c(OC)c2)N=C1C,i,-30,+,5,-1,2.2,18,1,-2,2

# Continuation.
SMILES,Neddylation inh,SUMO1-SIM PPI,Rpn11 inh,NadD block,STEP block,LMPTP block,CSN inh,Scp-1 inhibitor,Rin1-Abl PPI inh,DNMT1 block
CCCCNC(=S)N(CCCN(C)C)Cc1cc2cc3c(cc2[nH]c1=O)OCO3,i,3,i,-8,2,-2.1,1,-2,1,-5
CC1Cc2cc(/C(O)=C3/C(=O)C(=O)N(CCCn4ccnc4)C3c3ccc(Br)cc3)ccc2O1 (configuration not stated),i,-9,i,18,2,6.5,-7,-5,0,0
O=C(Cn1cccc1C(=O)c1ccccc1)NCCN1CCOCC1,i,-3,i,1,-1,-1.9,-2,3,2,-1
Cc1cccc(OCCCC(=O)Nc2ccc(S(=O)(=O)Nc3ncccn3)cc2)c1C,i,2,i,9,-1,-0.3,4,-11,-1,0
CCC1CCCCN1C(=O)CSc1nc2c([nH]c3ccccc32)c(=O)n1C (configuration not stated),i,-1,i,5,1,0.4,3,-10,4,-4
O=C(COc1ccc(S(=O)(=O)N2CCCCC2)cc1)NCc1cccnc1,i,-1,i,0,-2,-1.1,1,-4,-3,4
COc1ccc(NC(=O)C2CCCN(C(=O)c3ccc(Cl)cc3)C2)cc1S(=O)(=O)N(C)C (configuration not stated),i,0,i,0,-2,-2.0,-3,-1,1,-6
COc1ccc(COc2ccsc2C(=O)Nc2ccc(Cl)cc2)cc1,i,4,i,-3,0,3.1,5,-5,1,0
Cc1[nH]c2ccc(C(C)C)cc2c1CC(=O)O,i,2,i,5,3,2.6,4,-3,1,-13
O=C(Cn1cnc([N+](=O)[O-])n1)NC1CC1,i,-10,i,-3,-1,-1.1,4,-14,2,-3
Cc1ccc(/C(O)=C2\C(=O)C(=O)N(CCc3c[nH]c4ccccc34)C2c2cccnc2)cc1 (configuration not stated),i,-9,i,10,1,2.1,-4,3,-4,-1
CCn1c(SCC(=O)Nc2nc3c(s2)CCCC3)nnc1-c1ccccc1,i,-3,i,-7,1,0.1,0,-3,0,2
Cc1ccc(/C=C/C(=O)OCC(=O)NCc2ccc(Cl)cc2)o1,i,-1,i,4,-1,0.0,-1,-5,2,-1
COc1ccc(NC(=O)/C(C#N)=C\c2cc(OC)c(OCc3ccc(C(=O)O)cc3)cc2Br)cc1,i,6,i,30*,32,4.4,10,14,-2,3
O=C(Nc1nc2ccccc2s1)c1cc2c(s1)-c1ccccc1OC2,x,39,i,12,0,0.1,1,-4,0,22
CCOC(=O)Cc1csc(NC(=S)NC(=O)CC(C)C)n1,i,-2,i,-5,-2,-1.0,5,-7,1,-3
CC(=O)Oc1ccc(N(C(C)=O)S(=O)(=O)c2cc([N+](=O)[O-])ccc2C)cc1,i,-17,i,-19,0,-0.8,-4,-10,-6,7
CCN(C(=O)COC(=O)CCC(=O)c1cccs1)c1c(N)n(Cc2ccccc2)c(=O)[nH]c1=O,i,6,i,0,-2,-0.7,-6,-1,1,3
CCC1Sc2ccc(S(=O)(=O)Nc3ccc(OC)c(OC)c3)cc2NC1=O (configuration not stated),i,1,i,-6,1,-1.2,2,-3,-2,-1
N#C/C(=C/c1ccc(-c2ccc([N+](=O)[O-])cc2)o1)C(=O)Nc1nc(-c2cccs2)cs1,i,-25,i,48*,3,11,2,5,4,87*
Cc1ccc2nnc(Cl)n2n1,i,1,i,5,-3,-0.9,1,-8,0,-10
Cc1cccc(OCC(=O)O/N=C(\N)c2ccncc2)c1,i,4,i,3,0,-0.7,-2,-1,2,4
S=C(NCCc1cnc[nH]1)NC1CCCC1,i,8,i,-4,1,-2.9,6,-17,2,-2
COc1ccccc1N1CCN(S(=O)(=O)CCNC(=O)c2cc(=O)c3ccccc3o2)CC1,i,-3,i,1,-1,-1.0,-2,-6,1,1
COc1ccc(-c2cc3ccccc3oc2=O)cc1NC(=O)c1ccc([N+](=O)[O-])o1,i,-7,i,0,6,11,0,2,1,6

# (further entries)
SMILES,Neddylation inh,SUMO1-SIM PPI,Rpn11 inh,NadD block,STEP block,LMPTP block,CSN inh,Scp-1 inhibitor,Rin1-Abl PPI inh,DNMT1 block
O=C1COCCOCCOCC(=O)NCCN1,i,0,i,1,0,-1.1,-4,-3,2,-4
COC(=O)[C@H](CCSC)NC(=O)Nc1ccc(OC)c(Cl)c1,i,-4,i,-8,-4,0.9,-1,0,4,3
COc1ccc(NC(=O)CN(C)CC(=O)NC(=O)NC2CCCCC2)cc1,i,2,i,1,2,1.0,-1,-5,-3,8
CCCC(C)(C)C(=O)N1CCC1(C)C(=O)NS(=O)(=O)c1ccc(Br)cc1 (configuration not stated),i,3,i,6,4,-1.4,3,x,2,1
COc1ccc(-c2nn(-c3ccccc3F)cc2CNCCn2nc(C)cc2C)cc1,i,3,i,-3,2,0.6,2,-2,2,-5
CN(C(=O)c1cccc(NC(=O)Cc2cccc(NC(=O)C3CCN(S(=O)(=O)c4cccc([N+](=O)[O-])c4)CC3)c2)c1)C1CC1,i,-19,i,10,-2,1.2,-1,-14,-1,-7
Cc1cccc(NC(=O)c2cc(C)nc3ccccc23)c1,i,2,i,-1,0,-0.8,4,2,2,-2
C[C@H](NS(=O)(=O)c1ccc2c(c1)OCCCO2)C(=O)N1CCN(Cc2ccc(C#N)cc2)CC1,i,2,i,-1,-2,0.7,-1,4,4,2
O=C(NCc1cc(Cl)cc(Cl)c1)c1ccc2sc([C@@H]3O[C@H](CO)[C@H](O)[C@H](O)[C@H]3O)nc2c1,i,0,i,0,0,-0.6,-1,x,5,-3
O=C(Nc1ccncc1)C1CCCN(S(=O)(=O)c2cccc3cccnc23)C1 (configuration not stated),i,4,i,-2,-3,-0.9,-4,10,0,1
O=C(OCC(=O)N1CCN(C(=O)c2ccco2)CC1)c1ccccc1OCc1ccccc1,i,3,i,-7,2,-0.2,0,-8,0,1
